# P. falciparum M1AAP: P. falciparum M1AAP inhibitors, biochemical, fluorogenic H-Leu-NHMec substrate, 1536-well (AID 1445); recombinant M1AAP, H-Leu-NHMec fluorogenic kinetic assay; higher % means a stronger effect; inhibition, % at 30 µM; hits with a dose series show IC50 in µM; actives 0.42% (n = 220,000);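 active means primary inhibition above the hit cutoff, then over 50% inhibition at one or more dose response concentrations, cut at about 23% in these data, passing the limit was not always enough; inconclusive means conflicting primary data, or primary hits not chosen for dose response; inactive means low primary inhibition, or under 50% at every dose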;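 further: plate controls were DMSO full reaction for no effect and no enzyme background for full effect; strong numbers were not always called active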
# XIAP displacement: small molecules displacing peptide from XIAP – biochemical, IAP family, fluorescence polarization (AID 1018); actives 0.007% (n = 200,000); one-dose displacement, % at 20 µM; IC50 in µM for titrated hits; XIAP BIR domain, fluorescence polarization peptide displacement; higher % means a stronger effect; in the data active means displacement above about 50%; further: a part of the inactive calls stands beside numbers as strong as those of hits
# HEK293 NOD2/NF-kB: inhibition of NOD2-driven NF-kB reporter – cell-based, luminescence, uHTS, HEK293 (AID 1566); HEK293 NOD2/NF-kB luciferase reporter, luminescence; higher % means a stronger effect; inhibition, % at 4 µM, or EC50 in µM where a hit was titrated; actives 0.63% (n = 290,000); further: many of its hits are not listed in these tables
# Hep lipid drop: hepatic lipid droplet formation modulation; AML12 mouse hepatocytes, oleate lipid droplets, BODIPY imaging; actives 0.4% (n = 240,000); inhibition, % at 6.5 µM;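 active means lipid droplet intensity inhibited by at least 50%, with more than 500 cells counted; inconclusive means wells with under 300 cells, treated as cytotoxic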
#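 System: AML12 hepatocytes (mouse). Probe or stimulus: oleic acid at 100 µM to induce lipid droplet formation. Times: overnight treatment with compound plus oleate. Detection: Image-based BODIPY and DAPI two-channel analysis. Evaluation: percent inhibition of filter-corrected integrated lipid droplet intensity per well.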
# M17LAP inhibition: P. falciparum M17LAP inhibitors, primary screen, biochemical, fluorogenic H-Leu-NHMec substrate, 1536-well (AID 1619); recombinant M17LAP, H-Leu-NHMec fluorogenic kinetic assay; higher % means a stronger effect; inhibition, % at 30 µM; hits with a dose series show IC50 in µM; actives 0.38% (n = 220,000);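 active means compound inhibiting the enzyme by more than half at any dose during confirmatory dose-response retesting; inconclusive means strong single-dose inhibitors picked by rank but not retested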;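 further: plate controls were full reaction with DMSO carrier for no effect and no enzyme background for full effect; strong numbers were not always called active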
# ER stress rescue: protection against thapsigargin-triggered cell killing – 384-well, CSM14.1, ATP luminescence, primary screen (AID 1222). CSM14.1 thapsigargin-induced death rescue, ATP luminescence; higher % means a stronger effect. cellular ATP content (survival), % at 20 µM, or EC50 in µM where a hit was titrated. 190,000 tested, under 10 active;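 active means EC50 below 50 µM in the dose-response confirmation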;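 further: death triggered by thapsigargin at about 15 µM added after 2 h compound pretreatment; cell ATP read after overnight thapsigargin exposure of roughly 18 to 22 hours; normalized against plate controls of thapsigargin alone and 5% DMSO vehicle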
# LYP inhibition: inhibitors of LYP phosphatase, biochemical, fluorescence intensity, uHTS (AID 1779) | recombinant LYP phosphatase, fluorescence intensity; higher % means a stronger effect | one-dose inhibition, % at 11.5 µM; IC50 in µM for titrated hits | actives 0.054% (n = 290,000);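 further: plate controls were vehicle with enzyme for no effect and no enzyme for full effect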
# Siah-1 displacement: blockers of Siah-1 interaction with plectin peptide – biochemical, fluorescence polarization, rhodamine-plectin, uHTS, primary screen (AID 1817). actives 0.02% (n = 290,000). displacement, % at 20 µM, or IC50 in µM where a hit was titrated. Siah-1 / rhodamine-plectin peptide fluorescence polarization; higher % means a stronger effect;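 active means displacement of at least 50% at 20 µM, with a fluorescence ratio check between 0.3 and a set limit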;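 further: plate controls were Siah plus tracer with DMSO for no effect and tracer alone without Siah for full effect; strong numbers were not always called active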
# AID2073: inhibitors of Mint1-CaV2.2 protein interaction, biochemical, HTRF (AID 2073). inhibition, % at 20 µM; hits with a dose series show IC50 in µM. actives 0.19% (n = 290,000). HTRF protein-protein interaction, Mint1-CaV2.2; higher % means a stronger effect; in the data active means inhibition mostly above about 51%, no sharp cut-off; inconclusive means no clear call, values can overlap the other calls; inactive means mostly below about 53%; further: some results filed as inactive read as strong as hits
# Hep lipid drop cells 6.5 µM: second read-out of Hep lipid drop, no call of its own (marks repeat the call); cell count; measured here: cell count, cytotoxicity flag;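 cells counted across two imaged fields per well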
# The depositor's hits bear a star; ? = inconclusive; · = not tested or not shown. Unless noted, no stated cut-off is given here; in the data, active means inhibition above about 50%; inactive means the rest. Only part of the results is shown; rates above refer to the full screens.
SMILES,P. falciparum M1AAP,XIAP displacement,HEK293 NOD2/NF-kB,Hep lipid drop,Hep lipid drop cells 6.5 µM,M17LAP inhibition,ER stress rescue,LYP inhibition,Siah-1 displacement,AID2073
COc1ccc(C(=O)CSc2nnc(-c3cc(C)on3)o2)cc1,0%,-8.3%,14%,-27,635,11%,-0.4%,-1%,0%,4%
N/N=C(\Cc1cscn1)c1ccc(O)cc1O,7%,·,10%,16,713,5%,·,-6%,10%,3%
O=C(NCCCn1ccnc1)C(=O)NCC1OCCN1S(=O)(=O)c1ccc(Cl)cc1 (stereo unspecified),-2%,-10%,2%,-4,722,1%,-3.1%,-12%,-4%,-7%
COc1cc(/C=N/NC(=O)COc2ccc(Cl)cc2)ccc1OS(=O)(=O)c1ccc(C)cc1,2%,-9.6%,1%,-15,796,8%,3.0%,5%,1%,8%
COc1ccc(C(=O)N/C(=C\c2ccccc2)C(=O)NCCCn2ccnc2)cc1,·,·,0%,6,762,·,·,-6%,-1%,10%
Cc1c(O)cc2c(c1O)C(=O)CC(c1ccc(O)cc1)O2 (stereo unspecified),3%,-5.2%,5%,15,715,11%,-0.5%,0%,40%,13µM*
N#CCn1cnc2c(oc3ccccc32)c1=O,·,·,-7%,-4,762,·,·,-7%,4%,-1%
COc1ccc(CNC(=O)/C=C/c2ccco2)cc1OC,-1%,-15%,8%,0,786,10%,-0.5%,-7%,-9%,24%
COc1ccc(CN2CCNC(=O)C2CC(=O)NCCc2cnccn2)cc1C (stereo unspecified),·,·,6%,9,792,·,·,-11%,4%,-2%
CCNS(=O)(=O)c1ccc(CCC(=O)N2CCN(c3ccccc3F)CC2)cc1,·,·,14%,6,785,·,·,-4%,-3%,10%
CSc1ccccc1NC(=O)CSc1n[nH]c(N)n1,10%,-4.4%,15%,-9,714,16%,0.6%,-5%,7%,5%
CCCn1c(-c2ccc(OC)cc2)nc2nc3ccccc3nc21,6%,-5.2%,-15%,·,·,-8%,0.6%,0%,1%,19%
CCN(C(=O)c1cc2c(=O)[nH]c3ccc(C)cc3c2s1)c1ccc(F)cc1,5%,·,4%,-13,725,0%,·,-4%,2%,4%
CCCCc1ncc(CN2CCC(n3nccc3NC(=O)c3ccccc3Cl)CC2)[nH]1,·,·,17%,-14,644,·,·,-9%,2%,5%
COc1ccccc1CNC(=O)C(NC(=O)Nc1ccccc1)C(C)C (stereo unspecified),·,·,12%,·,·,·,·,-9%,6%,11%
COc1ccc(-c2c(C)c3cc(O)ccc3oc2=O)cc1OC,·,·,6%,2,774,·,·,-7%,-7%,?
Cc1nnc(SCC(=O)N2CCOCC2)n1C,6%,-7.3%,13%,·,·,0%,0.1%,-15%,3%,-2%
CCOC(=O)C1CCN(C(=O)Cn2nc(C)n3c(cc4cc(C)ccc43)c2=O)CC1,·,·,-2%,-7,715,·,·,2%,4%,-6%
CNC(=S)Nc1cc(C)ccc1OC(F)F,1%,-5.9%,10%,8,720,-3%,-1.6%,-7%,6%,8%
COC(=O)c1cc2c(s1)-c1ccc(OC)cc1CC2,?,·,-55%,1,736,-7%,·,-32%,-3%,47%
Cn1c(SCC(=O)Nc2ccccc2[N+](=O)[O-])nnc1C(F)(F)F,7%,-7.0%,7%,3,712,1%,0.0%,-6%,-2%,4%
CN1CCN(CCCNC(=O)c2cc3c(=O)oc4ccccc4c3s2)CC1,10%,2.0%,7%,9,796,12%,5.5%,-4%,1%,0%
COc1ccc(N2CCN(C(=O)C3CC(O)CN3S(=O)(=O)c3ccc([N+](=O)[O-])cc3)CC2)cc1 (stereo unspecified),5%,2.2%,14%,-19,575,15%,3.2%,-3%,8%,-8%
C=C1N(c2ccc(Cl)cc2)C(=O)OC1(C)C,-3%,-8.4%,-6%,·,·,10%,2.8%,-4%,-5%,-15%
Cn1c(=O)c2c([nH]c(=S)n2CCCc2ccccc2)n(C)c1=O,·,·,17%,-1,767,·,·,-6%,-5%,-45%
O=C1C2C(c3cccc(/C=C/c4ccccc4)c3)CC=CC2C(c2ccc(C(F)(F)F)cc2)N1Cc1ccccc1 (stereo unspecified),7%,·,-4%,6,689,9%,·,-4%,9%,19%
CCOc1ccc(C(=O)Nc2ccccc2NC(C)=O)cc1OCC,-2%,-7.9%,2%,-8,670,-2%,-0.3%,2%,1%,-4%
Cc1ccc(C(=O)c2sc3c(c2N)c(=O)[nH]c(=O)n3CCc2ccccc2)cc1,5%,5.3%,-9%,23,617,1%,-0.9%,0%,0%,25%
COc1ccc(C(=O)Nc2c(N)nc(SCC(=O)N3CCC(C)CC3)[nH]c2=O)cc1,·,·,-8%,9,844,·,·,-5%,14%,4%
O=C(/C=C/c1ccc(Br)cc1)NCCCn1ccnc1,·,·,2%,-2,823,·,·,-3%,3%,-2%
COc1cccc(OCc2cc(C(=O)N(C)C3CCOCC3)no2)c1,·,·,-9%,8,819,·,·,-7%,1%,24%
COc1cc(-c2nc(-c3ccc(NC(=O)c4ccc5c(c4)OCO5)cc3)no2)cc(OC)c1OC,-3%,-72%,-8%,-3,757,11%,-3.3%,-7%,0%,22%
O=C(N/N=C/c1cccs1)c1cc(-c2ccncc2)nc2ccccc12,14%,0.3%,1%,?,·,8%,-1.8%,-32%,-2%,3%
Cc1ccc2nc(C)cc(N/N=C/c3cccc(O)c3)c2c1,·,·,8%,-2,834,·,·,-6%,-6%,2%
Cc1cccc(N(Cc2cc3ccccc3[nH]c2=O)S(C)(=O)=O)c1,2%,-2.8%,1%,-9,705,-8%,-1.4%,2%,0%,-1%
COc1cccc(OCC(=O)Nc2ccccc2C(N)=O)c1,1%,-2.9%,-113%,4,739,-16%,-3.5%,-6%,-3%,7%
COc1ccc(CC2(CO)CCN(S(=O)(=O)c3c(C)nn(C)c3C)CC2)cc1,0%,-11%,6%,10,572,2%,0.8%,4%,2%,0%
COCCn1c(CNc2ccc(F)cc2)nnc1SCC(=O)Nc1ccc(OC)cc1OC,4%,-1.9%,7%,-10,777,17%,1.3%,-3%,0%,-10%
Cc1nc2ccccc2n1-c1ccccc1,-4%,-5.2%,7%,·,·,-11%,3.5%,-4%,-1%,6%
NS(=O)(=O)c1ccccc1NC(=O)c1c(O)c2ccccc2[nH]c1=O,·,·,-90%,12,847,·,·,-10%,-2%,-1%
C/C(=N\NC(=O)c1ccc(N2CCCC2=O)cc1)c1ccncc1,3%,·,7%,-3,734,16%,·,-2%,14%,6%
CCOc1ccccc1NC(=O)C1CCN(S(=O)(=O)c2ccc(OC)c(OC)c2)CC1,7%,-3.8%,17%,·,·,0%,0.9%,-10%,-1%,16%
CSc1nc(N2CCOCC2)c2c(c1C#N)CC(C(C)C)OC2 (stereo unspecified),·,·,22%,-3,832,·,·,-4%,-4%,12%
Cc1[nH]c2ccccc2c1/C=C/c1cc[n+](C)cc1,?,-9.2%,7%,·,·,61%,-1.2%,10%,6%,19%
Cn1c(Cn2cnc(Cl)c2Cl)nc2ccccc21,0%,-1.7%,-2%,·,·,4%,-1.4%,-9%,-4%,13%

# Quoted from the entries so far (2 entries):
SMILES,P. falciparum M1AAP,XIAP displacement,HEK293 NOD2/NF-kB,Hep lipid drop,Hep lipid drop cells 6.5 µM,M17LAP inhibition,ER stress rescue,LYP inhibition,Siah-1 displacement,AID2073
COc1cccc(OCc2cc(C(=O)N(C)C3CCOCC3)no2)c1,·,·,-9%,8,819,·,·,-7%,1%,24%
COc1cc(-c2nc(-c3ccc(NC(=O)c4ccc5c(c4)OCO5)cc3)no2)cc(OC)c1OC,-3%,-72%,-8%,-3,757,11%,-3.3%,-7%,0%,22%

# (continued)
SMILES,P. falciparum M1AAP,XIAP displacement,HEK293 NOD2/NF-kB,Hep lipid drop,Hep lipid drop cells 6.5 µM,M17LAP inhibition,ER stress rescue,LYP inhibition,Siah-1 displacement,AID2073
CCCOc1ccc(C(=O)CCC(=O)OCC(=O)Nc2ccc(Oc3ccccc3)cc2)cc1,0%,-6.2%,-6%,-2,673,-8%,-1.8%,0%,3%,0%
CN(C(=O)COc1ccc(Cl)cc1Br)C1CCCCC1,·,·,-16%,-10,849,·,·,-7%,3%,1%
C=C(C)COc1ccc(-c2[nH]ncc2-c2ccc(OC)c(OC)c2)c(O)c1,8%,-3.8%,0%,11,647,3%,0.6%,7%,6%,5%
COc1ccccc1NC(=O)C1CCCN(S(=O)(=O)c2ccc3[nH]c(=O)ccc3c2)C1 (stereo unspecified),·,·,12%,-6,756,·,·,-6%,1%,-2%
Cc1ccc(N2CCN(CCc3nc4cc(NS(C)(=O)=O)ccc4n3C)CC2)cc1,5%,0.3%,-2%,4,647,13%,·,3%,0%,4%
CCOc1cc(CNCc2ccncc2)cc(Cl)c1OC,2%,-23%,-44%,19,656,13%,-1.4%,-7%,4%,-6%
Cc1cc(C(=O)N2CCCC(N3CCN(c4cccc(Cl)c4)CC3)C2)no1 (stereo unspecified),·,·,-10%,-16,627,·,·,-7%,-2%,-3%
O=C1c2ccccc2C(=O)N1c1nc(-c2cccs2)cs1,5%,-8.9%,-8%,1,717,-16%,-1.5%,-2%,-3%,-1%
Cc1c(Cl)cnc(NC(=O)COC(=O)c2ccc3c(c2)OCO3)c1Cl,-1%,-4.2%,12%,·,·,-3%,-2.6%,-5%,8%,2%
N#Cc1cc([N+](=O)[O-])ccc1N1CCCC1,14%,-4.0%,-3%,-1,698,22%,-0.1%,-3%,1%,6%
CC(=O)c1ccc(OCC(O)CN(C)Cc2cccs2)cc1 (stereo unspecified),-2%,-4.8%,6%,·,·,16%,-0.9%,-6%,-4%,1%
COc1ccc(N(CC(=O)NCCC2=CCCCC2)S(=O)(=O)c2ccccc2)cc1,-2%,·,-1%,1,689,-3%,·,-3%,-5%,7%
Clc1ccc(CSc2snnc2-c2ccccc2)cc1,-2%,3.1%,-25%,-2,639,4%,-1.8%,3%,8%,42%
O=C(N/N=C/c1ccc(O)cc1)Nc1cccc2nsnc12,18%,-8.0%,-56%,-10,709,-14%,-0.1%,-12%,-2%,5%
Cc1cc(C)c(NC(=O)c2cc(C(=O)O)ccc2C(=O)O)c([N+](=O)[O-])c1,1%,-1.8%,7%,-3,723,-42%,-1.8%,-7%,-3%,9%
CC(C)CCNC(=O)C(c1ccco1)N(C(=O)Cn1nnc2ccccc21)c1ccc2c(c1)OCO2 (stereo unspecified),2%,-5.9%,10%,0,571,5%,-3.9%,3%,-1%,-6%

# Records listed so far printed as active in AID2073:
molecule,P. falciparum M1AAP,XIAP displacement,HEK293 NOD2/NF-kB,M17LAP inhibition,LYP inhibition,Siah-1 displacement,AID2073
Cc1c(O)cc2c(c1O)C(=O)CC(c1ccc(O)cc1)O2 (stereo unspecified),3%,-5.2%,5%,11%,0%,40%,13µM*
